# Source: PubChem (several laboratories)
# MEKK2 mut-MEK5: MEK5 binding signal on mutant MEKK2 PB1, primary screen, biochemical, multiplex bead flow cytometry, Alexa488-MEK5; Alexa488-MEK5 binding to MEKK2 mutant; percent response, % at 10 µM; 290,000 compounds, 0.35% hits; in the data active = percent response above about 24%, passing the limit was not always enough; also: inactives centre near 1; some results filed as inactive read as strong as hits; reference of the scale not given here
# OXTR agonist: human OXTR agonists, primary screen, fluorescence, CHO-OTR cells, Fluo-8 calcium. Oxytocin receptor (Homo sapiens), P30559. Fluo-8 calcium fluorescence; normalized: DMSO 0%, oxytocin 100%. activation, % at 3 µM. 320,000 compounds, 0.32% hits. AID 2435, 2010;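 active = activation above the mean of all tested compounds plus 3 SD, cutoff set per screening run, cut at about 20% in these data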;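 also: peak over basal fluorescence ratio from a 100 s FLIPR kinetic read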
# GPR7 antag: GPR7 receptor antagonists, primary screen, cell-based, fluorescence, single concentration; Neuropeptides B/W receptor type 1 (Homo sapiens), P48145; GPR7-expressing cells, fluorescence antagonist assay; inhibition, % at 4.4 µM; 290,000 compounds, 1.1% hits; AID 1861, 2009; in the data active = inhibition above about 16%, passing the limit was not always enough;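 also: cells stimulated with the agonist NPW; 0% = agonist with vehicle and 100% = vehicle without agonist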
# Target sequence (P48145 whole entry, looked up): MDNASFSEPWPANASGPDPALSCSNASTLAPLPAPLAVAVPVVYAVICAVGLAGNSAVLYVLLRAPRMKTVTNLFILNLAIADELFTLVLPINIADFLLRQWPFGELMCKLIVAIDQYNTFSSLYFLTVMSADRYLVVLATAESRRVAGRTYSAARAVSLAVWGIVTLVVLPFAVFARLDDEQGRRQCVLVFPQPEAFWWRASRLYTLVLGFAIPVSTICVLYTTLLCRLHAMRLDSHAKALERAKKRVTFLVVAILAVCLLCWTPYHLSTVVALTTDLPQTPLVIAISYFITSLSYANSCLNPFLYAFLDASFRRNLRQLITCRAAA
# V1aR counter: agonists of human V1a receptor, primary screen, counter-screen for OXTR agonist project, fluorescence, CHO-V1R cells; Fluo-8 calcium fluorescence, agonist mode; 0% DMSO, 100% 3 nM vasopressin; 320,000 compounds, 0.25% hits; AID 2797, 2010; activation, % at 3 µM;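 active = activation above the mean activation of all tested compounds plus 3 SD, per screening run, cut at about 20% in these data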;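 also: signal is peak over basal fluorescence ratio across a 100 second FLIPR read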
# Target sequence (P37288 whole entry, looked up): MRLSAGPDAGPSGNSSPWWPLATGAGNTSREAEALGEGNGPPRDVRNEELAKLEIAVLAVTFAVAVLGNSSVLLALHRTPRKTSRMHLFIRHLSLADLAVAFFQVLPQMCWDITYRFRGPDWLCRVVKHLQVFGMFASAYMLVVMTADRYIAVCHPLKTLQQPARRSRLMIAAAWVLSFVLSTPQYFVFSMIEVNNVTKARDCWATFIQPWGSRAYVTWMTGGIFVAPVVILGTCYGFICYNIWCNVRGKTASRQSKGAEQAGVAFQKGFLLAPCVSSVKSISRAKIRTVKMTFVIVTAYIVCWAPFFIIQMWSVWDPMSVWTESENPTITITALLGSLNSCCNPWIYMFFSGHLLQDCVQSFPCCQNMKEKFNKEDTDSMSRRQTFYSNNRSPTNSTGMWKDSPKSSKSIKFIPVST
# GalR3 antagonist: GalR3 antagonists in HEK293 cells, primary screen, cell-based, fluorescence readout; inhibition, % at 3 µM; Galanin receptor type 3 (Homo sapiens), O60755; 360,000 compounds, 0.44% hits; HEK293 GalR3-CNG cAMP membrane potential fluorescence; galR3 body fused to GalR1 C-terminus;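 active = inhibition above the screen-wide average plus 3 SD, cut at about 13% in these data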;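 also: forskolin and galanin both at EC90 stimulate the cells; cAMP rise reported by CNG channel membrane potential dye signal; 0% = forskolin plus galanin with DMSO and 100% = forskolin alone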
# Target sequence (O60755 1-299 limits assumed): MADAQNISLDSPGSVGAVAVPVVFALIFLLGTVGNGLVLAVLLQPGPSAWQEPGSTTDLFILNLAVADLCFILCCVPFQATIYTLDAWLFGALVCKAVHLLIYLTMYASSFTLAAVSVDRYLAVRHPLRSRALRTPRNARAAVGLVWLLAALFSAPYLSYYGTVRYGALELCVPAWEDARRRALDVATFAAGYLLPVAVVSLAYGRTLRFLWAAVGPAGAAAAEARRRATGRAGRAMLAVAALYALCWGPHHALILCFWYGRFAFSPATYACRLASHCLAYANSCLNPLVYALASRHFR
# MEKK3 PB1 HTS: modulators of MEKK3-MEK5 PB1 binding, primary screen, biochemical, wildtype MEKK3, multiplex bead flow cytometry, Alexa488-MEK5; bead-based flow cytometry, Alexa488-MEK5 binding to MEKK3; actives lie on both sides; 0 = blocked by unlabeled MEK5, 100 = vehicle; binding response (% of control), % at 10 µM; 290,000 compounds, 1.4% hits;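 active = binding response more than 3 SD above or below the average of its plate-row segment, actives on both sides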;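 also: Alexa488 bead fluorescence after subtracting the streptavidin-only scavenger bead signal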
# NALP1 inh: NALP1 inflammasome inhibitors in reconstituted yeast, colorimetric, S. cerevisiae, triplicate retest; S. cerevisiae NALP1/ASC/caspase-1 growth, X-gal OD620, 72 h; inhibition, % at 10 µM; 280,000 compounds, 0.61% hits; AID 2071, 2009; in the data active = inhibition mostly above about 24%, no sharp cut-off; inactive = mostly below about 32%; also: some compounds called inactive have numbers as strong as hits
# PHOSPHO1 block: PubChem AID 1565; recombinant PHOSPHO1, absorbance phosphatase assay; inhibition, % at 13.3 µM; 290,000 compounds, 1.1% hits; in the data active = inhibition above about 60%
# MEKK2 WT-MEK5: modulators of MEK5 binding to wildtype MEKK2, primary screen, biochemical, multiplex bead flow cytometry, Alexa488-MEK5; Mitogen-activated protein kinase kinase kinase 2 (Homo sapiens), Q9Y2U5; Alexa488-MEK5 binding to MEKK2 WT; actives lie on both sides; binding response (% of control), % at 10 µM; 290,000 compounds, 1.1% hits; in the data active = binding response below about 67% or above about 130%
# An asterisk follows results filed as active; · = not tested or not shown; & = joins results of further samples; [ ] = dose if it differs, or a comment.
# Start of the data: the first 7 records as a preview:
SMILES,MEKK2 mut-MEK5,OXTR agonist,GPR7 antag,V1aR counter,GalR3 antagonist,MEKK3 PB1 HTS,NALP1 inh,PHOSPHO1 block,MEKK2 WT-MEK5
CC1(C)C2CCC1(CS(=O)(=O)Nc1ccc(S(=O)(=O)N3CCCC3)cc1)C(=O)C2 (configuration not stated),-2,1.0,19*,0.0,-2,100,9,-1,98
COc1c(S(=O)(=O)N2CCN(c3ccc(F)cc3)CC2)ccc(Cl)c1Cl,1,0.5,8,0.1,-1,102,-2,2,97
CC(C)(C)Cc1nnc(NC(=O)Cc2cccs2)s1,-10,-0.8,-3,1.0,0,101,14,24,87
Cc1cc(NC(=O)COC(=O)CCNS(=O)(=O)c2cccc(C(F)(F)F)c2)no1,-3,-0.9,0,0.6,3,98,-1,38,95
Clc1ccsc1-c1ccnc(-n2cccc2)n1,-9,-0.3,-9,0.6,-5,88,-5,59,83
CCNC(=O)CSc1nnc(-c2ccccc2Br)n1-c1cccc(C(F)(F)F)c1,1,-1.0,-5,0.1,-6,128*,22,-2,109
COc1ccc(NS(=O)(=O)c2ccc(N3CCCC3)c(NC(=S)Nc3ccc(SC(F)F)cc3)c2)cc1,1,6.4,-1,7.5,5,97,-17,47,114

# All compounds of this part, from the start:
SMILES,MEKK2 mut-MEK5,OXTR agonist,GPR7 antag,V1aR counter,GalR3 antagonist,MEKK3 PB1 HTS,NALP1 inh,PHOSPHO1 block,MEKK2 WT-MEK5
CC1(C)C2CCC1(CS(=O)(=O)Nc1ccc(S(=O)(=O)N3CCCC3)cc1)C(=O)C2 (configuration not stated),-2,1.0,19*,0.0,-2,100,9,-1,98
COc1c(S(=O)(=O)N2CCN(c3ccc(F)cc3)CC2)ccc(Cl)c1Cl,1,0.5,8,0.1,-1,102,-2,2,97
CC(C)(C)Cc1nnc(NC(=O)Cc2cccs2)s1,-10,-0.8,-3,1.0,0,101,14,24,87
Cc1cc(NC(=O)COC(=O)CCNS(=O)(=O)c2cccc(C(F)(F)F)c2)no1,-3,-0.9,0,0.6,3,98,-1,38,95
Clc1ccsc1-c1ccnc(-n2cccc2)n1,-9,-0.3,-9,0.6,-5,88,-5,59,83
CCNC(=O)CSc1nnc(-c2ccccc2Br)n1-c1cccc(C(F)(F)F)c1,1,-1.0,-5,0.1,-6,128*,22,-2,109
COc1ccc(NS(=O)(=O)c2ccc(N3CCCC3)c(NC(=S)Nc3ccc(SC(F)F)cc3)c2)cc1,1,6.4,-1,7.5,5,97,-17,47,114
CCOc1ccc(C(=O)NCC(=O)OCc2ccc(F)cc2Cl)cc1,0,-1.5,-8,-1.1,-1,122,25,6,106
Cc1ccc(S(=O)(=O)N=Nc2c(O)[nH]c3ccccc23)cc1,6,0.4,-5,0.2,-2,126*,1,59,121
c1ccc(CN2CCOCCOCCOCCOCC2)cc1,-34,-0.2,-7,0.0,-3,54,17,-1,98
COc1ccc(C(=O)NNC(=O)CSc2ccccc2)cc1,6,1.6,-14,0.2,-5,105,4,24,103
COc1ccc(CCNC(=O)COC(=O)c2cc(S(=O)(=O)NCc3ccccc3)ccc2O)cc1OC,-19,-0.1,-1,-0.5,1,78,12,24,77
O=C(CS(=O)(=O)c1cn(Cc2ccc(F)cc2)c2ccccc12)N1CCCCC1,-1,0.5,-5,0.1,-2,103,6,2,97
CCCN1CCN(C(=O)c2cc3c(s2)-c2ccccc2S(=O)(=O)C3)CC1,5,·,-13,·,·,105,-11,13,108
CC(C)C(=O)N=C1SC2CS(=O)(=O)CC2N1Cc1ccc(Cl)cc1 (configuration not stated),-10,1.1,-9,1.9,-1,97,-13,8,103
CC(=O)Nc1ccc(NCN2C(=O)[C@@H]3[C@H]4CC[C@H](C4)[C@@H]3C2=O)cc1,-3,1.1,-8,0.7,0,94,6,-3,95
CCc1nnc(NC(=O)CSc2ncc(-c3ccccc3)n2C)s1,1,-2.5,-6,-0.9,1,103,2,23,99
CCOC(=O)c1ccc(NC(=S)NNC(=O)COC)cc1,-2,-1.9,-6,0.3,6,102,15,16,101
CC(=O)/C(=N\Nc1ccc(Cl)cc1Cl)Sc1cccc2cccnc12,-3,-0.7,-7,1.0,-2,95,32,-7,101
COc1cc(C(=O)N/N=C2\CCS(=O)(=O)c3ccc(F)cc32)cc(OC)c1OC,0,-0.9,12,0.7,-1,100,22,7,101
O=C(CSc1ccccc1)Nc1ccc(C(=O)Nc2ccc(O)cc2)cc1,1,·,5,·,-8,100,2,18,97
Cc1cc(C)cc(NS(=O)(=O)c2ccc(NC(=S)Nc3ccccc3)cc2)c1,1,1.5,1,2.2,-10,102,47,6,130
O=[N+]([O-])c1ccc(S(=O)(=O)N2CCN=C2SCc2ccc(F)cc2)cc1,7,-0.2,-2,1.7,-4,105,12,27,108
Cc1cc(NCc2ccccc2)nc(N2CCOCC2)n1,8,0.6,2,1.3,-5,103,9,18,103
CC1CC(C)(C)NC(=S)O1 (configuration not stated),8&-4,0.4,1&5,0.1,-7&-5,107&96,-5&2,37&-16,111&102
S=c1[nH]ncn1/N=C/c1cccs1,-18,0.2,-4,-0.6,-2,90,·,-10,86
Cc1c(C(=O)NC(=S)NCc2cccnc2)cccc1[N+](=O)[O-],-2,0.2,3,0.9,-1,104,0,8,105
O=C(c1ccc(-c2ccccc2)cc1)N1CCN(c2ccccc2)CC1,-8,-1.0,-11,0.4,-9,99,-2,5,94
COc1ccc(NC(=O)CSc2cccc3cccnc23)c(OC)c1,-2,0.2,-4,1.5,-3,94,·,-12,96
COc1ccc(CCCc2nnc(SCc3nc4ccccc4c(=O)[nH]3)n2C)cc1C,0,-0.8,-4,1.4,-3,103,6,-4,100

# Of the compounds above, these contain a thiophene ring, fused or not.
SMILES,MEKK2 mut-MEK5,OXTR agonist,GPR7 antag,V1aR counter,GalR3 antagonist,MEKK3 PB1 HTS,NALP1 inh,PHOSPHO1 block,MEKK2 WT-MEK5
CC(C)(C)Cc1nnc(NC(=O)Cc2cccs2)s1,-10,-0.8,-3,1.0,0,101,14,24,87
Clc1ccsc1-c1ccnc(-n2cccc2)n1,-9,-0.3,-9,0.6,-5,88,-5,59,83
CCCN1CCN(C(=O)c2cc3c(s2)-c2ccccc2S(=O)(=O)C3)CC1,5,·,-13,·,·,105,-11,13,108
S=c1[nH]ncn1/N=C/c1cccs1,-18,0.2,-4,-0.6,-2,90,·,-10,86

# The list continues:
SMILES,MEKK2 mut-MEK5,OXTR agonist,GPR7 antag,V1aR counter,GalR3 antagonist,MEKK3 PB1 HTS,NALP1 inh,PHOSPHO1 block,MEKK2 WT-MEK5
O=C(c1ccco1)N1CCN(S(=O)(=O)N2CCOCC2)CC1,-2,-1.0,-2,0.0,-6,100,-7,-19,102
C=CCOC(=O)C1=C(C)NC(SCC(=O)OCC)=C(C#N)C1c1ccc(O)c(OC)c1 (configuration not stated),-3,·,-10,·,·,97,-12,36,95
Cn1c(=O)c2nc(Cl)c(-c3ccccc3)nc2n(C)c1=O,19,-1.9,8,-0.8,11,104,16,-10,109
O=C(CSc1ccccn1)Nc1nc2c(ccc3ccccc32)s1,0,-1.1,-4,0.3,3,98,39,-2,98
CCN1C(=O)c2ccccc2S(=O)c2ccc(C(=O)N3CCN(C(=O)c4ccco4)CC3)cc21 (configuration not stated),5,0.5,4,0.6,·,103,31,-6,106
COc1ccc(-c2ccc3c(n2)sc2c(=O)[nH]c(=O)[nH]c23)cc1OC,-2,·,-4,·,·,101,5,36,103
Cc1ccc(N2C(=O)C3C(c4ccccc4)N4CCCN4C3(C)C2=O)cc1 (configuration not stated),-1,-0.4,-6,-0.4,-3,66*[inhibitor],30,3,84
COC(=O)/C(C#N)=C/c1c(N2CCCCCC2)nc2ccccn2c1=O,-3,-2.2,-3,0.9,-8,93,16,9,100
C/C(N)=C(/C#N)C(=O)CSc1nnc(SCc2ccc(Cl)cc2)s1,3,11,-3,7.3,-2&-5,102,-8,-44,105
Cc1ccc(-n2c(O)cnc2Nc2nc(C)cc(C)n2)cc1,·,0.3,-5,-0.3,-7,·,2,38,·
CC(C)CNC(=S)N(CCN(C)C)Cc1cc2cc3c(cc2[nH]c1=O)OCCO3,-8,-0.3,15,0.6,-10,98,-13,18,98
O=C(NC1CCCC1)c1ccc(CS(=O)Cc2ccccc2Cl)o1 (configuration not stated),2,-0.7,7,0.2,-2,99,23,26,98
COc1cccc(C(=O)Nc2ccc(NC(=O)c3ccco3)c(Cl)c2)c1,8,-0.2,-9,-0.1,-4,109,12,-3,110
CCCCOc1ccc(C(=O)NCC(=O)OC2CCOC2=O)cc1 (configuration not stated),·,-0.9,-1,0.6,-2,·,-1,-36,·
COCCSc1ccccc1C(=O)Nc1nnc(C)s1,-11,-0.8,2,-0.1,-7,84,10,-3,90
OCCC1CN(Cc2cc(F)ccc2-n2cccn2)CCN1Cc1ccc(F)cc1 (configuration not stated),3,-0.3,-4,-0.4,1,102,·,-7,104
CCOC(=O)C1CCN(C(=O)C2CCCCC2)CC1,-1,0.0,-11,0.6,-1,99,9,25,93
CC1CCc2c(sc(NC(=O)C3c4ccccc4Oc4ccccc43)c2C(N)=O)C1 (configuration not stated),-6,-0.1,-3,-0.6,-3,89,6,-15,86
COc1cc(CNC(C)C)ccc1OCC(=O)Nc1cccc2ccccc12,5,3.0,-2,7.7,-1,96,3,61*,104
CC(OC(=O)CN1C(=O)NC(C)(C)C1=O)C(=O)c1ccccc1 (configuration not stated),1,-0.4,-10,-0.3,-4,103,25,11,101
Cc1ccc(NS(=O)(=O)c2ccc(NC(=O)CSc3ccc(Cl)cc3)cc2)c(C)c1,2,8.2,12,6.1,1,100,-2,8,113
CN1CCN(S(=O)(=O)c2ccc(Cc3ccc(S(=O)(=O)N4CCN(C)CC4)cc3)cc2)CC1,3,2.1,4,2.6,-4,101,3,-1,104
COc1cc2c(cc1OC)CN(Cc1cc(=O)oc3cc(C)c(Cl)cc13)CC2,-1,-0.6,-2,0.6,-3,102,23,-2,98
CC(=O)N/N=C(\C)CC(=O)NC(C)(C)C,-8,0.6,-2,0.1,-3,91,4,16,97
COc1ccc2[nH]c(=O)c(CN(Cc3cccs3)S(=O)(=O)c3c(C)ccc4nsnc34)cc2c1,-8,0.2,-7,1.3,-1,94,-6,-2,91
COC(=O)c1sccc1NC(=O)CC1C(=O)NCCN1C(=O)Nc1ccc(F)cc1F (configuration not stated),-3,0.2,1,2.0,-1,97,·,32,97
COc1ccc2c(c1O)Cc1ccccc1C2=O,-2,-1.6,-4,-0.2,·,90,24,-2,93
N#CC1=C(S)N(c2ccc(F)cc2)C(c2ccco2)NC1=O (configuration not stated),·,0.8,-6,-0.3,-4,·,-12,27,·
